# Screens as filed in PubChem BioAssay.
# Mtb UGM inh: blocks M. tuberculosis UGM enzyme; 0.06% of 320,000 active; purified UGM, fluorescence polarization probe displacement; inhibition, % at 10 µM; P9WIQ1; in the data active = inhibition above about 10%, passing the limit was not always enough
# MazF activator: activators of E. coli MazEF toxin-antitoxin RNase; 0.32% of 350,000 active; AID 504720; P0AE70; FAM/BHQ RNA-DNA oligo cleavage fluorescence, 5 h; activation, % at 20 µM; in the data active = activation above about 50%
# Target sequence (P0AE70 whole entry, looked up): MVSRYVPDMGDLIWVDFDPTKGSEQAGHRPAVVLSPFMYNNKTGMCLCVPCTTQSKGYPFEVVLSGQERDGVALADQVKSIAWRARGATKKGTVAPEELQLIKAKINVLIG
# 3CLpro inhibitor: SARS-CoV 3CLpro protease inhibition; P0C6X7; recombinant SARS-CoV 3CLpro, quenched FRET peptide cleavage; inhibition, % at 6 µM; 0.14% of 290,000 active; AID 1706; in the data active = inhibition above about 12%
# SSB-PriA inh: blocks PriA binding to SSB C-terminal tail; AlphaScreen SSBct-PriA binding, biotinylated peptide; inhibition, % at 33 µM; 0.6% of 430,000 active; AID 1272365; in the data active = inhibition mostly above about 37%, no sharp cut-off; inactive = mostly below about 20%;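 also: plate controls were negative control peptide for no effect and reference peptide for full effect; strong numbers were not always called active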
# GDH-TPI inh: GDH-TPI coupled enzyme inhibition counter-screen; GDH-TPI coupled enzyme counterscreen, NADH absorbance; inhibition, % at 4.8 µM; 1.2% of 360,000 active; AID 588335; in the data active = inhibition above about 30%;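 also: 0% = DMSO wells and 100% = wells lacking the enzyme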
# Mtb BioA inh: blocks M. tuberculosis BioA enzyme activity; inhibition, % at 9.99 µM; purified M. tuberculosis BioA enzyme, plate reader; 0.096% of 360,000 active; in the data active = inhibition above about 40%
# Rv3671c protease: inhibits the M. tuberculosis serine protease Rv3671c | 0.048% of 320,000 active | inhibition, % at 5.96 µM | P9WHR9; in the data active = inhibition above about 38%;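 also: extracellular domain of Rv3671c used as enzyme; 0% = enzyme with DMSO and 100% = no enzyme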
# Target sequence (P9WHR9 whole entry, looked up, the tested form may be a part): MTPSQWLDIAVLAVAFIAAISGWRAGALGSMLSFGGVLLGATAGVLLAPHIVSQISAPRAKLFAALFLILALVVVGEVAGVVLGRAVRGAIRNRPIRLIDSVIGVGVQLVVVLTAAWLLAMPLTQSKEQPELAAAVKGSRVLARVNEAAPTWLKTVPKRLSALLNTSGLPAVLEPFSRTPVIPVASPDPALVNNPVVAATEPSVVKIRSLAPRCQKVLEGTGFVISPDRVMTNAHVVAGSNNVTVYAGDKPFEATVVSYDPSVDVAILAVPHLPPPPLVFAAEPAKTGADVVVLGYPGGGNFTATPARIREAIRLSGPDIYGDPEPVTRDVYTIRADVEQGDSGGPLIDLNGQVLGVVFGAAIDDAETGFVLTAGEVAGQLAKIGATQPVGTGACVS
# Mtb FBA inh: Mtb fructose-bisphosphate aldolase inhibition; P9WQA3; purified M. tuberculosis FBA, fluorescence read-out; inhibition, % at 1 µM; 2.3% of 360,000 active; AID 588726; in the data active = inhibition above about 27%;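 also: 0% = vehicle and 100% = reference inhibitor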
# Target sequence (P9WQA3 whole entry, looked up): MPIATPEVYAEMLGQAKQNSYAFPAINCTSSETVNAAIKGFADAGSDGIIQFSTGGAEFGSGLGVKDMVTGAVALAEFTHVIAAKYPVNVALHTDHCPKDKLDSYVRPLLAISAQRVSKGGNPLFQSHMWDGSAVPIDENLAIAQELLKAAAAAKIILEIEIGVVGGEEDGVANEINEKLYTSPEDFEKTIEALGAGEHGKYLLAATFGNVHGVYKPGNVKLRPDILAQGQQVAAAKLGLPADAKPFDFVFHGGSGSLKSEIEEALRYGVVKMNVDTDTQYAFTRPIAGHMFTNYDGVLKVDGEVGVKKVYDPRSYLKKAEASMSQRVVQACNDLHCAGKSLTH
# BH1578 lux ind: quorum light induction in luxS cqsA deficient V. cholerae. 0.16% of 350,000 active. activation, % at 18.7 µM. V. cholerae BH1578 lux reporter, luminescence, 6 h. AID 588436; in the data active = activation mostly above about 9.7%, no sharp cut-off; also: not every result past the cut was called active; inactives centre near 0; reference of the scale not given here
# DUSP3 inh: inhibitors of human VHR1 phosphatase (DUSP3) | inhibition, % at 13.3 µM | P51452 | AID 1654 | 0.52% of 290,000 active | recombinant VHR phosphatase, pNPP absorbance; in the data active = inhibition above about 50%; also: some compounds called inactive have numbers as strong as hits
# The depositor's hits bear a star; i = inactive; . = no result given.
# The opening 3 compounds as a preview:
Compound	Mtb UGM inh	MazF activator	3CLpro inhibitor	SSB-PriA inh	GDH-TPI inh	Mtb BioA inh	Rv3671c protease	Mtb FBA inh	BH1578 lux ind	DUSP3 inh
COCCN(Cc1ccccc1)C(=O)c1cccc(S(=O)(=O)N2CCN(c3ccc(F)cc3)CC2)c1	6.6	-6	.	-3	0	.	-2	-4	i	.
Cc1sc2nc(CSc3ccccc3)nc(N3CCC(C(N)=O)CC3)c2c1C	1.0	30	4	-7	-9	.	-8	-1	-0.3	18
O=C(CCSc1nc(-c2ccc3c(c2)OCO3)cc(C(F)(F)F)n1)NCc1ccco1	2.7	0	1	-9	23	-2.5	-6	9	-0.1	25

# The listing (from the top)
Compound	Mtb UGM inh	MazF activator	3CLpro inhibitor	SSB-PriA inh	GDH-TPI inh	Mtb BioA inh	Rv3671c protease	Mtb FBA inh	BH1578 lux ind	DUSP3 inh
COCCN(Cc1ccccc1)C(=O)c1cccc(S(=O)(=O)N2CCN(c3ccc(F)cc3)CC2)c1	6.6	-6	.	-3	0	.	-2	-4	i	.
Cc1sc2nc(CSc3ccccc3)nc(N3CCC(C(N)=O)CC3)c2c1C	1.0	30	4	-7	-9	.	-8	-1	-0.3	18
O=C(CCSc1nc(-c2ccc3c(c2)OCO3)cc(C(F)(F)F)n1)NCc1ccco1	2.7	0	1	-9	23	-2.5	-6	9	-0.1	25
CNC(=S)NNC(=O)c1oc2nc(-c3ccccc3)cc(-c3ccco3)c2c1N	-2.6	-38	-7	-2	14	.	20	5	-0.5	6
COc1ccc([C@H]2C[C@@H](n3cc(-c4ccc(F)cc4)nn3)[C@H](O)CN2C(=O)c2cccs2)cc1	.	0	.	.	0	.	.	0	-0.3	.
CCOc1ccc(C2CC(=O)NC2=O)cc1 (configuration not stated)	-1.4	2	-1	-14	2	.	2	2	-0.5	-3
CCOC(=O)NNC(=O)NCCCCCCNC(=O)NNC(=O)OCC	-2.8	4	4	3	-4	0.7	8	0	-0.6	-5
Cc1nn(-c2ccccc2)c2sc(C(=O)N(CC(=O)NC3CCCC3)Cc3ccco3)cc12	.	-2	1	8	14	0.8	.	6	-0.6	28
O=c1[nH]c(CN2CCCC2)nc2sc3c(c12)CCC3	-4.5	5	-1	-1	1	.	5	10	-0.1	15
CC(=O)Nc1cc(-c2ccccc2)cn2c(-c3ccc(F)cc3)cnc12	.	.	.	.	-5	0.0	.	7	0.3	.
CCN1C(=O)C(CC(=O)NC2CCCCC2)N(CC)C1=O (configuration not stated)	0.8	4	1	-14	0	.	-13	1	-0.1	-18
COc1cccc(/C=C/C(=O)NCc2cn3cc(Cl)ccc3n2)c1	1.8	7	7	-3	7	0.1	-2	10	-1.1	13
O=C(Cc1cccs1)N1CCN(c2cccc(Cl)c2)CC1	2.9	-8	-2	-18	-3	.	-14	-2	-1.2	15
COc1cc(C(c2c(C)[nH][nH]c2=O)c2c(C)[nH][nH]c2=O)ccc1OC(C)C	1.6	5	4	5	7	-1.5	-6	-1	-0.3	26
CC1CCN(C(=O)COC(=O)C2CCN(S(=O)(=O)c3ccc4c(c3)OCCO4)CC2)CC1	-1.5	2	.	-8	12	0.3	2	5	-1.4	.

# One compound at a time, from the list above. Order of screens: Mtb UGM inh | MazF activator | 3CLpro inhibitor | SSB-PriA inh | GDH-TPI inh | Mtb BioA inh | Rv3671c protease | Mtb FBA inh | BH1578 lux ind | DUSP3 inh
# Cc1nn(-c2ccccc2)c2sc(C(=O)N(CC(=O)NC3CCCC3)Cc3ccco3)cc12 is entered as . | -2 | 1 | 8 | 14 | 0.8 | . | 6 | -0.6 | 28
# CCOC(=O)NNC(=O)NCCCCCCNC(=O)NNC(=O)OCC is entered as -2.8 | 4 | 4 | 3 | -4 | 0.7 | 8 | 0 | -0.6 | -5
# COc1ccc([C@H]2C[C@@H](n3cc(-c4ccc(F)cc4)nn3)[C@H](O)CN2C(=O)c2cccs2)cc1 is entered as . | 0 | . | . | 0 | . | . | 0 | -0.3 | .

# (next part)
Compound	Mtb UGM inh	MazF activator	3CLpro inhibitor	SSB-PriA inh	GDH-TPI inh	Mtb BioA inh	Rv3671c protease	Mtb FBA inh	BH1578 lux ind	DUSP3 inh
COc1ccc(NC(=O)C2c3cc(OC)c(OC)cc3C(=O)N(C)C2c2cccnc2)cc1OC (configuration not stated)	1.1	7	0	-7	0	2.3	-6	0	-0.4	10
S=C(NCC1CCCO1)Nc1cccc(Cl)c1 (configuration not stated)	-4.5	4	3	-1	0	.	-5	4	i	-2
O=C(O)CCC(=O)NNc1ncnc2ccccc12	-1.5	6	-5	5	7	.	2	3	i	26
S=C=Nc1cccc(C2(N3CCCCC3)CCCCC2)c1	-0.6	22	.	7	8	3.2	4	0	-0.2	.
C=CC[n+]1c(-c2ccc(OCC)cc2)csc1NNC(=O)Nc1ccccc1	2.6	-12	8	8	-2	.	3	-1	-13	26
COc1ccc(OC)c(-c2nnc(SCC(=O)N3CCOCC3)o2)c1	0.5	-1	0	-8	6	0.8	-4	2	-0.5	25
CCOC(=O)[C@@H]1[C@H]2COc3cc(OC)ccc3[C@H]2N2C(=O)N(c3cccc(F)c3)C(=O)[C@]12C	-0.8	5	.	-3	5	-0.4	0	3	-0.4	.
O=C(N/N=C/c1cccs1)c1cccc(S(=O)(=O)Nc2ccc(Cl)cc2)c1	-2.2	3	-2	.	14	.	-163	-2	i	8
CN1N=C(C(C)(C)C)CSC1=Nc1ccccc1	-1.4	2	-2	-14	-2	.	6	-3	i	-11
COc1cc(/C=N/Nc2nc(Nc3ccccc3)nc(N3CCOCC3)n2)ccc1OC(=O)c1ccco1	3.1	-15	2	.	9	.	-47	-4	i	14
Cc1c(OCC(=O)N2CCC(C(=O)O)CC2)ccc2c3c(c(=O)oc12)CCC3	2.1	-13	-1	4	25	1.0	11	15	-0.5	4
COc1ccc(CC(=O)Nc2ccc(F)c(F)c2F)cc1S(=O)(=O)N1CCOCC1	-0.8	2	.	-1	7	2.5	-7	3	-0.8	.
N#Cc1ccc(C(=O)NC2CCCCCCC2)cc1	-1.1	3	3	-11	2	15	-2	-1	-0.3	20
Cc1csc(NC(=O)Nc2ccc(Cl)cc2)n1	0.9	-3	-4	-6	9	-2.7	4	2	-0.1	17
OCCNC(=S)Nc1cccc(Cl)c1Cl	-0.5	4	1	-11	11	-1.4	1	3	i	25

# Going on with the list.
Compound	Mtb UGM inh	MazF activator	3CLpro inhibitor	SSB-PriA inh	GDH-TPI inh	Mtb BioA inh	Rv3671c protease	Mtb FBA inh	BH1578 lux ind	DUSP3 inh
COc1cc(/C=C2\SC(=S)N(CCC(=O)N3CCCCC3)C2=O)cc(OC)c1OC	2.1	8	2	-3	2	-0.5	6	-1	-0.3	-25
CCc1ccc(NC(=S)N(CCC(C)C)C2CCN(C(C)=O)CC2)cc1	2.5	-3	5	1	8	0.2	-1	-1	-0.5	-16
CC(N=C1CC(C)(C)CC(=O)/C1=C(/O)CCCN1C(=O)c2ccccc2C1=O)C(=O)O (configuration not stated)	0.7	13	-1	.	2	.	5	2	-0.6	-25
COc1cccc(OC)c1C(=O)Nn1c(-c2cccc(C)c2)nc2ccccc2c1=O	1.1	-8	5	6	-4	.	-1	0	i	27
O=C1CCC(=O)N1CNc1cccnc1	-2.4	2	4	-16	-5	-0.8	4	2	-7.9	2
COc1ccc(-c2c(N)cnc(C(=O)O)c2C)c(OCc2ccccc2)c1OC	.	6	.	.	13	0.5	.	2	-0.3	.
CN1CCN(C(=O)c2ccccc2NC(=O)COc2ccccc2Cl)CC1	-0.4	-3	-6	3	5	-1.8	-7	2	i	16
CNc1nc(-c2ccccc2)nc(-c2ccc(OC)cc2)c1C#N	5.1	-3	-1	-1	-1	-1.6	-4	1	-1.0	13
Cn1cnnc1Sc1cc(N2CCN(S(=O)(=O)c3ccccc3)CC2)ccc1[N+](=O)[O-]	-0.1	-1	2	9	9	.	-12	-3	i	7
Cc1c(C(=O)O)cccc1-n1c(C)cc(/C=N/NC(=O)c2cc3ccccc3o2)c1C	3.1	5	-1	.	39*	.	-12	0	i	-3
COc1ccc(Cc2nnc(NC(=O)c3ccccc3F)s2)cc1	1.6	-5	4	-16	10	-1.2	.	0	-0.4	-12
CC#CC(=O)N1CCCC(Cc2cccc(OC)c2)(C(=O)OCC)C1 (configuration not stated)	-3.1	3	0	-15	1	-0.5	-2	0	-0.3	5
Cn1c(SCC(=O)c2ccc3c(c2)OCO3)nnc1C1COc2ccccc2O1 (configuration not stated)	-0.6	1	-1	6	1	0.1	-7	-1	-0.2	-7
CC(OC(=O)CCCc1nc2ccccc2s1)C(=O)NC(N)=O (configuration not stated)	-1.4	2	-3	1	-16	.	-5	-4	-0.1	31
O=C(OCc1nnc(-c2ccccc2)o1)c1cc([N+](=O)[O-])ccc1Cl	0.6	17	7	5	21	.	7	-1	-0.3	17

# The list continues:
Compound	Mtb UGM inh	MazF activator	3CLpro inhibitor	SSB-PriA inh	GDH-TPI inh	Mtb BioA inh	Rv3671c protease	Mtb FBA inh	BH1578 lux ind	DUSP3 inh
COc1ccc(-c2ccc3c(N)c(C(=O)c4ccc(OC)c(OC)c4)sc3n2)cc1	-0.7	-31	4	-3	2	-1.8	0	12	i	8
O=C(c1ccc2c(c1)ncn2-c1ccc(F)cc1F)N1CCC2(CC1)OCCO2	2.0	7	-3	1	6	.	-1	-2	-0.4	6
COc1ccc(-c2c(C)nc3c(-c4ccccn4)cnn3c2N)cc1	-1.3	3	-1	-2	24	6.0	.	27*	i	11
CCc1ccc(N2CC(C(=O)Nc3nccs3)CC2=O)cc1 (configuration not stated)	-0.6	-2	-2	-8	-3	-1.3	10	6	-0.6	8
COc1cc(OC)cc(C(=O)NCc2ccc3c(c2)OCO3)c1	-0.7	10	1	-4	3	1.3	-4	-1	i	10
O=C1c2ccccc2C(=O)C1c1ccnc2ccccc12	-0.6	-4	3	-7	5	-1.6	-25	0	i	-10
c1ccc(Nc2nc3ccccc3n3cnnc23)cc1	2.1	7	-1	4	30	-1.1	-7	3	-0.3	-3
COc1ccc(S(=O)(=O)N2CCC(C(=O)Oc3cccc(C)c3)CC2)cc1OC	-0.9	0	2	4	7	-0.5	7	4	-0.5	-14
CCCNC(=O)C1CC(c2ccc(C(F)(F)F)cc2)=NO1 (configuration not stated)	1.7	0	.	-1	1	0.0	1	-2	6.7	15
Cc1cc(NC(=O)CSc2ncnc3ccccc23)no1	2.8	7	1	-5	9	-1.9	-3	6	-0.2	23
O=C1CC(N2CCN(C/C=C/c3ccccc3)CC2)C(=O)N1CCc1ccccc1 (configuration not stated)	1.0	-3	2	-8	2	0.2	2	-1	-0.4	21
Cc1cc(C)cc(OCC(O)CN2C(=O)NC(C)(C)C2=O)c1 (configuration not stated)	-2.1	9	-5	-9	-5	0.5	14	-3	-0.4	12
Cc1ccc(C(=O)Nc2cccnc2Cl)cc1Cl	2.3	4	-2	-8	-9	0.3	-5	-7	i	10
CCCNC(=O)CSc1nnc(-c2ccccc2Br)n1-c1cccc(C(F)(F)F)c1	1.1	9	4	-14	-3	.	-3	-7	-0.3	-21
CC(=O)N1CCN(c2ccc([N+](=O)[O-])cc2)CC1	-0.4	-12	-1	-31	9	.	-5	-8	-0.8	20
COC(=O)C1(C)NC(c2ccc(OC)cc2)C2C(=O)N(c3ccccc3)C(=O)C21 (configuration not stated)	-0.9	4	-3	-15	-6	0.1	1	-2	-0.8	10
Cc1ccc2c(CN3CCN(S(=O)(=O)c4ccc(Cl)cc4)CC3)cc(=O)oc2c1C	.	-21	.	-1	-1	-3.0	.	5	0.4	.

# These rows are one share of the data; rates above refer to the full screens.
